Bioassay records deposited in PubChem BioAssay by several laboratories.
NOD1 inhibition = NOD1 signaling inhibitors, primary screen, cell-based, luminescence, uHTS (AID 1578). NOD1-driven NF-kB luciferase reporter cells, luminescence; higher % means a stronger effect. one-dose inhibition, % at 4 µM; EC50 in µM for titrated hits. 290,000 compounds, 1% hits; in the data active = inhibition mostly above about 36%, no sharp cut-off; inactive = mostly below about 34%;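 note: HEK-293T reporter cells stimulated with the NOD1 agonist gamma-tri-DAP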
KOR beta-arrestin-1 = KOR antagonists, beta-arrestin recruitment, cell-based, luminescence, uHTS (AID 1778) | one-dose inhibition, % at 10 µM; IC50 in µM for titrated hits | 290,000 compounds, 0.091% hits | KOR beta-arrestin recruitment, luminescence, antagonist mode; higher % means a stronger effect; note: strong numbers were not always called active
HIV peptide binding = cell-free HIV fusion peptide-binding blockers – biochemical, uHTS, fluorescence dequenching, primary screen (AID 1986); 290,000 compounds, 0.3% hits; cell-free peptide binding, fluorescence dequenching, 30 min; higher % means a stronger effect; inhibition, % at 20 µM, or IC50 in µM where a hit was titrated; in the data active = inhibition mostly above about 52%, no sharp cut-off; inactive = mostly below about 76%; note: some results filed as inactive read as strong as hits
MgcRacGAP inhibition = MgcRacGAP GTPase-activating activity inhibitors, confirmation, biochemical, ADP Hunter fluorescence; MgcRacGAP-stimulated Rac1 GTP hydrolysis, ADP Hunter fluorescence; higher % means a stronger effect; GST-tagged Rac1 F28L mutant substrate; inhibition, % at 30 µM; hits with a dose series show IC50 in µM; 340,000 compounds, 0.6% hits; AID 624330;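 active = first-screen hits whose inhibition reached a set limit at any dose in the follow-up dose series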;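 note: fluorescence reports GDP produced by GAP-driven GTP hydrolysis; strong numbers were not always called active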
SV40 large T antigen = TAg ATPase/helicase activity blockers – biochemical (AID 1903); SV40 large T antigen ATPase/helicase inhibition assay; higher % means a stronger effect; inhibition, % at 20 µM, or IC50 in µM where a hit was titrated; 310,000 compounds, 0.39% hits; in the data active = a potency from the dose series; note: strong numbers were not always called active
KOR beta-arrestin-2 = kappa opioid receptor activators – cell-based, luminescence, uHTS, primary screen (AID 1777) | 280,000 compounds, 0.02% hits | KOR beta-arrestin recruitment, luminescence; higher % means a stronger effect | one-dose activation, % at 10 µM; EC50 in µM for titrated hits; in the data active = activation above about 50%, passing the limit was not always enough; note: a part of the inactive calls stands beside numbers as strong as those of hits
HEK293 NOD2/NF-kB = NOD2 signaling inhibitors, cell-based, luminescence, uHTS, HEK293 (AID 1566) | HEK293 NOD2/NF-kB luciferase reporter, luminescence; higher % means a stronger effect | inhibition, % at 4 µM, or EC50 in µM where a hit was titrated | 290,000 compounds, 0.63% hits; note: many of its hits are not listed in these tables
GPR55 activation = selective activators of receptor GPR55 – imaging, U2OS cells, beta-arrestin-GFP redistribution, primary screen (AID 1961); U2OS GPR55 beta-arrestin-GFP redistribution imaging; higher % means a stronger effect; 290,000 compounds, 0.048% hits; activation, % at 10 µM; hits with a dose series show EC50 in µM;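 active = activation above 40% with more than 50 cells counted in the well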;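 note: U2OS osteosarcoma cells stably expressing GPR55 and beta-arrestin-GFP; plate controls were DMSO negative control for no effect and LPI positive control for full effect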
GPR55 antagonists = GPR55 antagonists blocking LPI-driven arrestin recruitment, primary screen, imaging, U2OS, beta-arrestin-GFP, LPI agonist (AID 2013) | U2OS GPR55 beta-arrestin-GFP translocation imaging, LPI antagonism; higher % means a stronger effect | inhibition, % at 10 µM; hits with a dose series show IC50 in µM | 290,000 compounds, 0.13% hits;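 active = spots per cell inhibited over 60%, with over 100 cells counted and total cytoplasm intensity under 500,000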;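 note: U2OS cells stably carrying GPR55 and arrestin-GFP stimulated by 5 µM LPI near EC80; imaged beta-arrestin-GFP aggregate spots per cell after agonist stimulation; plate controls were LPI-stimulated DMSO wells for no effect and DMSO wells without LPI for full effect; some results filed as inactive read as strong as hits; confirmed hits need IC50 under 10 µM and bright autofluorescent wells are also inconclusive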
* marks the source's active call; other numbers are inactive results; · = not tested or not shown; [ ] = another dose, or the depositor's remark. Cut-off read from the data, not from the text of the source, unless noted: active = inhibition above about 50%; inactive = the rest. The list is partial; the hit share may differ from the screen's.

SMILES	NOD1 inhibition	KOR beta-arrestin-1	HIV peptide binding	MgcRacGAP inhibition	SV40 large T antigen	KOR beta-arrestin-2	HEK293 NOD2/NF-kB	GPR55 activation	GPR55 antagonists
Cc1occc1C(=O)NC(C)C12CC3CC(CC(C3)C1)C2 (stereo not drawn)	-38%	-4%	2.3%	4%	5%	2.7%	4%	-0.1%	8%
CCn1c(=S)[nH]c2cc(C(=O)OC)ccc2c1=O	4%	2%	-1.2%	2%	-5%	-3.3%	23%	0.0%	11%
COCCNC(=S)Nc1ccc2[nH]c(=O)[nH]c2c1	-30%	-11%[20 µM]	-1.8%	16%	13%	-5.7%	-4%	-0.1%	7%
COc1cc(F)ccc1S(=O)(=O)NCc1cccnc1	16%	-46%[20 µM]	-0.2%	-1%	3%	3.3%	2%	1.1%	1%
CCCC(=O)Nc1ccccc1-c1nnn(CC(=O)Nc2ccc(OC)cc2)n1	-14%	23%	3.2%	16%	10%	-1.3%	2%	0.2%	-4%
O=c1[nH]c(C2CCN(S(=O)(=O)c3ccc(S(=O)(=O)NC4CC4)cc3)CC2)nc2c1nnn2Cc1ccccc1	-3%	1%	-0.4%	6%	8%	-0.1%	19%	0.2%	6%
O=C(Nc1ccc(F)cc1)N(Cc1ccco1)Cc1cc2cc3c(cc2[nH]c1=O)OCO3	-36%	-2%	-1.4%	16%	2%	-4.7%	-25%	-0.2%	8%
Cc1cc(NC(=O)c2cc(-c3ccc(C)c(C)c3)nc3ccccc23)no1	-2%	-1%	3.2%	5%	-1%	-0.5%	-18%	-0.1%	26%
CCOC(=O)C(=O)N(Nc1ccccc1C)c1ccccc1C	-24%	-27%[20 µM]	0.5%	-4%	9%	·	12%	-0.1%	4%
CC1(C)Cn2c(nnc2-c2cccc(O)c2)S1	-5%	-3%	-1.6%	3%	11%	-3.8%	-16%	-0.2%	-3%
CCc1nnc(NC(=O)CSc2ccc(-c3ccc(C)cc3)nn2)s1	-55%	4%	-1.5%	1%	6%	18%	-85%	-0.1%	7%
O=C(COC(=O)c1cc(=O)c2ccccc2o1)Nc1ccc2ccccc2c1	-25%	14%	0.1%	7%	2%	-2.2%	-1%	0.0%	7%
CCCCCCn1c(N2CCN(c3cccc(Cl)c3)CC2)nc2c1c(=O)[nH]c(=O)n2C	-4%	-45%	-0.3%	7%	3%	-0.3%	-1%	0.0%	-4%
Cc1nc(C)c(C(=O)Nc2cccc(C)c2C)s1	4%	12%	-1.2%	12%	6%	-9.5%	15%	-0.3%	2%
Cc1csc(NC(=O)Cn2cnnn2)n1	-9%	3%	-1.0%	3%	6%	0.8%	7%	0.7%	2%
COC(=O)CNc1cc(S(=O)(=O)N2CCCCC2)ccc1Oc1ccc(C(=O)OC)cc1	-25%	-25%	-0.7%	6%	2%	3.5%	11%	·	2%
CC(=O)N1CCc2cc(S(=O)(=O)CCC(=O)Nc3cc(C)cc(C)c3)ccc21	26%	-49%	0.3%	-3%	6%	4.5%	3%	-0.1%	-28%
Cc1ccc(SCCNC(=O)c2ccccc2)cc1	4%	14%	-2.1%	2%	-3%	-1.2%	0%	-0.1%	10%
O=C(c1ccccc1)N1CCN(C(=O)C23CC4CC(CC(C4)C2)C3)CC1	-2%	-1%	3.2%	6%	10%	-0.2%	2%	0.1%	8%
COCC(C)n1c(SCc2ccc(C(=O)OC)cc2)nc2ccccc2c1=O (stereo not drawn)	19%	10%	0.1%	8%	8%	-3.7%	12%	0.7%	4%
O=C(Nc1nc(-c2ccccn2)cs1)c1cc2ccccc2o1	-26%	-6%	-1.3%	13%	15%	-2.2%	9%	-0.3%	-6%
COc1ccccc1CNC(=O)CCc1c(C)nc2cc(-c3ccccc3OC)nn2c1C	2%	24%	-0.1%	-10%	8%	-2.2%	4%	0.7%	-2%
COc1ccc(Cn2c(=N)c(C(=O)NCC3CCCO3)cc3c(=O)n4ccccc4nc32)cc1 (stereo not drawn)	-11%	-16%[20 µM]	-0.5%	6%	·	-6.7%	12%	0.5%	20%
COc1cccc(-c2cccc(NC(=O)C3CCN(C4CCOCC4)CC3)c2)c1	-10%	-22%	0.1%	5%	-1%	4.1%	-2%	0.2%	-10%
O=C(CN1C(=O)C2C3CCC(C3)C2C1=O)OCC(=O)c1ccc(Br)cc1 (stereo not drawn)	-13%	-10%	-0.3%	3%	1%	1.9%	-12%	-0.1%	1%
CC(C1CC1)N(Cc1ccccc1)C(=S)Nc1ccccc1Cl (stereo not drawn)	-10%	14%	-2.0%	3%	6%	-2.6%	1%	-0.3%	-6%
COc1ccc(CNC(=O)CN(Cc2ccccc2)C(=O)CCC(=O)Nc2ccccn2)cc1	-39%	-11%	-1.4%	6%	5%	-4.9%	-4%	-0.2%	-5%
O=C(NCc1ccc2c(c1)OCO2)c1ccc(-n2cnnn2)cc1	-22%	-8%	-0.4%	-4%	5%	2.7%	-10%	0.3%	4%
CCCCCCCCCS(=O)(=O)Nc1cc(C)ccn1	-9%	-13%	2.1%	11%	1%	3.4%	19%	-0.3%	-10%
O=C(COC(=O)c1cc(NS(=O)(=O)c2cccs2)ccc1O)Nc1cc(Cl)ccc1Cl	-14%	-63%	-1.7%	12%	8%	-3.2%	-7%	-0.2%	-2%
CC(C)CC(=O)Nc1nnc(S(=O)(=O)N2CCCCCC2)s1	-7%	-17%	1.6%	1%	7%	-6.7%	-4%	0.1%	6%
O=C(NC1CCSC1=O)C1CCCCC1 (stereo not drawn)	5%	-8%	1.8%	7%	-3%	3.5%	-1%	0.1%	-7%
CCOc1ccc(N2CSC3=C(C#N)C(c4ccco4)CC(=O)N3C2)cc1 (stereo not drawn)	-3%	14%	0.2%	4%	14µM*	0.3%	-3%	0.2%	-16%
COc1ccc(S(=O)(=O)N2CCCN(CC(=O)Nc3ccccc3F)CC2)cc1	-14%	-20%	-0.3%	4%	7%	0.1%	-4%	-0.2%	-4%
O=c1c2ccccc2c(/C=N/c2n[nH]c(CCCO)n2)c(O)n1-c1ccccc1Cl	10%	1%	-0.9%	4%	7%	-2.6%	21%	-0.3%	-6%
Cc1ccc(CN(C)C(=O)c2cc(Br)c(Br)s2)o1	-2%	-40%	7.8%	14%	5%	2.9%	-4%	-0.2%	14%
COc1ccc(C)c2sc(NC(=O)C3=COCCO3)nc12	-44%	-11%	2.4%	-8%	4%	-1.2%	-1%	0.3%	7%
COc1ccc(CCNC(=O)CN2CCN(c3ccccc3Cl)CC2)cc1	10%	-3%	-2.3%	4%	15%	-4.9%	-7%	-0.1%	2%
CCOc1ccc(NC(=S)N(CCc2c(C)[nH]c3ccccc23)Cc2cccnc2)cc1	-20%	16%	-2.6%	4%	6%	4.7%	-1%	-0.3%	25%
S=c1sc2c(Cl)ncnc2n1-c1ccccc1	70%*	7.3µM*	2.2%	2%	8%	-8.0%	14%	-0.2%	8%
O=C(O)c1cnn(-c2nc(-c3ccc(F)cc3)cs2)c1C(F)(F)F	-38%	1%	4.7%	-2%	10%	-3.4%	-40%	-0.3%	10%
Cc1nn(CCCC(=O)NCc2ccccc2Cl)c(=O)c2nccn12	-20%	-37%[20 µM]	-0.2%	-4%	4%	-5.1%	2%	0.8%	17%
COCCNC(=O)CN1C(=O)/C(=C/c2ccccc2)Oc2ccc(C(C)(C)C)cc21	-12%	-14%	2.1%	7%	9%	-3.4%	-38%	-0.2%	3%
Cc1ccc(CCNC(=O)C2CCC(=O)N(CC3CCCCC3)C2)cc1 (stereo not drawn)	4%	24%	0.2%	3%	-3%	-5.8%	-14%	-0.1%	13%
Cc1cc(C)c2c(CN3CCOCC3)cc(=O)oc2c1C	-8%	36%	0.2%	10%	11%	-2.0%	13%	-0.3%	-2%
O=C(CSc1ccccn1)N1CCN(c2ccc(Cl)cc2)CC1	6%	-20%	0.4%	-8%	10%	-4.4%	10%	0.2%	8%
O=C(O)c1cccc(NS(=O)(=O)c2cccc3cccnc23)c1	-10%	17%	3.4%	4%	17%	0.7%	7%	0.3%	3%
O=C(c1ccccc1C(=O)N1CCN(c2ccccc2F)CC1)N1CCN(c2ccccc2F)CC1	-8%	10%	-1.7%	5%	0%	-2.7%	-1%	0.3%	6%
CSc1nc2sc3c(c2c(=O)[nH]1)CCCC3	-48%	-10%	-3.0%	11%	9%	0.1%	-28%	-0.1%	1%
CCc1ccc(/C=N/NC(=O)Cc2cccn2C)cc1	-13%	-17%	4.0%	2%	6%	5.5%	-44%	-0.2%	3%
Cc1cc(C)n2nc(C(=O)NNC(=O)c3ccccc3)nc2n1	-20%	22%	0.1%	6%	4%	0.1%	12%	0.2%	1%
O=C(c1ccccc1Cl)N1N=C(c2cccs2)CC1c1cccc(O)c1 (stereo not drawn)	-12%	26%	-0.7%	5%	2%	0.4%	20%	-0.2%	-6%
O=C(O)CSC(C(=O)Nc1ccc(C(F)(F)F)cc1)c1ccccc1 (stereo not drawn)	-17%	-5%	7.0%	5%	4%	-0.7%	10%	0.1%	16%
COc1ccc(N=Nc2cnc(C)nc2-c2ccccc2)cc1	-23%	30%	-3.6%	5%	7%	-2.2%	0%	0.0%	4%
COc1ccc(NC(=O)c2ccc3c(c2)CCN3S(=O)(=O)c2ccccc2)cc1	-11%	-24%	-2.0%	11%	13%	-2.0%	19%	0.1%	5%
Cc1cc(-c2ccccc2)n2nc(C)c(-c3ccccc3)c2n1	12%	-25%	-1.9%	7%	7%	0.5%	-20%	0.0%	-18%
CC(c1ccccc1)N1CC(C(=O)O)CC1=O (stereo not drawn)	-7%	-5%	-0.2%	3%	3%	-2.5%	12%	-0.8%	5%
CCN(CC)C(=O)C1=C(C)Nc2ncnn2C1c1cccnc1 (stereo not drawn)	-26%	-42%[20 µM]	0.6%	4%	·	-3.2%	11%	0.7%	-2%
CCN1C(=O)C(O)(CC(=O)c2c(C)coc2C)c2ccccc21 (stereo not drawn)	2%	-6%	-1.4%	9%	10%	-2.9%	-22%	-0.3%	-2%
COc1ccc(C/C(C)=N/NC(=S)Nc2ccc(Cl)cc2)cc1	-7%	21%	-1.7%	7%	17%	-2.0%	11%	1.1%	1%
CCOC(=O)c1c(CN2CCCCC2)oc2ccc(O)cc12	-10%	-6%	0.7%	16%	5%	4.0%	17%	-0.1%	4%
CC(=O)C1[C@H](N(C)C)CC2C3CC=C4CC(O)CC[C@]4(C)C3CC[C@@]21C (stereo partly drawn)	-11%	-8%	-0.8%	10%	9%	-1.8%	-20%	0.0%	3%
